N370S GC: qHTS Assay for Inhibitors and Activators of N370S glucocerebrosidase as a Potential Chaperone Treatment of Gaucher Disease; N370S GC spleen homogenate, 4MU-glucoside fluorescence; Lysosomal acid glucosylceramidase (Homo sapiens), P04062; Potency, µM (titrated, usually from 59.4 µM), inactives show at the highest dose activity change, negative = inhibition, actives largely listed as inhibitors; 0.092% of 330,000 active;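 note: 0% = full enzyme activity and -100% = no enzyme basal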
KAT2A inh: qHTS Assay for Inhibitors of GCN5L2; 0.21% of 390,000 active; Histone acetyltransferase KAT2A (Homo sapiens), Q92830; GCN5L2 HAT assay, ThioGlo1 CoA-SH fluorescence; Potency, µM (doses to about 58.9 µM), without a hit: at the highest dose activity change, negative = inhibition, actives largely listed as inhibitors
Target sequence (Q92830 whole entry, looked up): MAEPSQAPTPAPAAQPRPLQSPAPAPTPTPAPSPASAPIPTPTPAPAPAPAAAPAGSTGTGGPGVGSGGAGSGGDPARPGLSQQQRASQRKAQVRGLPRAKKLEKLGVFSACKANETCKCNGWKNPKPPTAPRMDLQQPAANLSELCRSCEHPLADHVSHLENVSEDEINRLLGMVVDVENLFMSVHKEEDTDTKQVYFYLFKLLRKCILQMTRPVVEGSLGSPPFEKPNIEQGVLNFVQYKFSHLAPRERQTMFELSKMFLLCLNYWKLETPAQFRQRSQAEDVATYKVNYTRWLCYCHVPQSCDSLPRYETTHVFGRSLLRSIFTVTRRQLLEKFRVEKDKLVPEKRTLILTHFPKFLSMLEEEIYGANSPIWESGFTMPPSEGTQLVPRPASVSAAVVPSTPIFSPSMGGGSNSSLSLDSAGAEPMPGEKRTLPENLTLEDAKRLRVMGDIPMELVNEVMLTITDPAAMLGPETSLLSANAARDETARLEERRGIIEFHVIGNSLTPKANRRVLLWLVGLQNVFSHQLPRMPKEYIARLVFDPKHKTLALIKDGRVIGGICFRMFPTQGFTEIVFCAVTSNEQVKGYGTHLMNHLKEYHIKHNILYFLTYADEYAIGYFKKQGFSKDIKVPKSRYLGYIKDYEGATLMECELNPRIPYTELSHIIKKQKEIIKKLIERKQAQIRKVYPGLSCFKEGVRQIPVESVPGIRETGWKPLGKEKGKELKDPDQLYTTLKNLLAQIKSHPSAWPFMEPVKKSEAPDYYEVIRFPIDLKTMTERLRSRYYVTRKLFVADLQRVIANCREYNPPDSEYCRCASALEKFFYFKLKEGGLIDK
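ThioGlo1-coupled HAT assay: 20nM GCN5L2, 70uM acetyl-CoA, 75uM H3(1-25) peptide, pH 7.5. Fluorescence read at 340/540nm at start and after 20 min at room temperature.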
FEN1 inhibitor: qHTS Assay for the Inhibitors of Human Flap endonuclease 1 (FEN1) | Recombinant FEN1 flap cleavage, fluorescence, 15 min | 0.35% of 390,000 active | AID 588795, 2011 | P39748 | Potency, µM (series often up to 114 µM), inactives show at the top dose activity change, negative = inhibition, usual class: inhibitors; note: nearly all actives have a fitted effect of over 65% in size
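Recombinant FEN1 (10 nM) was preincubated with pin-transferred compounds for 15 min at room temperature, then flap DNA substrate (50 nM final) was added. Plates were read at 0 and 15 min, and normalized concentration–response data were fitted to a four-parameter Hill equation.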
Active calls of the source: *; ? = inconclusive; / = not tested or not shown; & = joins results of further samples. Calls come from the whole dose curve; as a rule, active = well fitted curve in the direction sought with a large enough effect; inconclusive = small, poorly fitted or top-dose-only effect, or another doubt; inactive = no such curve, though single readings can be large; an effect the other way counts as inactive or inconclusive. Unless noted, % is set by controls: 0 for no effect and ±100 for the full control effect; potency is the fitted concentration of half-maximal effect. Not all compounds are listed; the hit share may differ from the screen's.

nr	SMILES	KAT2A inh	N370S GC	FEN1 inhibitor
1	CCCOc1cccc(C2c3c(-c4ccccc4O)n[nH]c3C(=O)N2Cc2ccco2)c1 (stereo not given)	-7%	/	-18%
2	COc1ccc(/C=C2\SC(=S)N(CCCC(=O)Nc3ccc(O)cc3)C2=O)cc1	-8%	-18%	6%
3	O=C(Nc1c(S(=O)(=O)c2ccc(Cl)cc2)csc1Br)c1ccccc1Cl	-3%	22%	-15%
4	CCCN(CCC)C(=O)c1cn(C)c2ccc(S(=O)(=O)N3CCCC3)cc2c1=O	0%	-23%	12%
5	CCc1ccccc1NC(=O)CNC(=O)c1cc(C2CC2)nc2c1cnn2C(C)C	-9%	/	-4%
6	CCOC(=O)N1CCC(NC(=O)Cn2nc(Cc3ccncc3)c3ccccc3c2=O)CC1	-6%	-4%	-10%
7	CCc1nnc(NC(=O)c2nc(SCc3cccc(C)c3)ncc2Cl)s1	-7%	/	-13%
8	Fc1ccc(NC(=S)Nc2cccnc2)cc1Cl	-2%	-4%	13%
9	Cn1cccc1CNC(=O)Nc1ccccc1	-14%	/	0%
10	CCN(CC(=O)Nc1ccccc1OC)C(=O)C1CCC1	-4%	-8%	-5%

Continued; the last 4 above are carried over.
nr	SMILES	KAT2A inh	N370S GC	FEN1 inhibitor
7	CCc1nnc(NC(=O)c2nc(SCc3cccc(C)c3)ncc2Cl)s1	-7%	/	-13%
8	Fc1ccc(NC(=S)Nc2cccnc2)cc1Cl	-2%	-4%	13%
9	Cn1cccc1CNC(=O)Nc1ccccc1	-14%	/	0%
10	CCN(CC(=O)Nc1ccccc1OC)C(=O)C1CCC1	-4%	-8%	-5%
11	COc1cccc(C(=O)Nc2nc(-c3nnn(-c4cccc(Cl)c4C)c3C)ns2)c1	-29%	/	-12%
12	Cn1c(-n2c(CCCN3C(=O)c4ccccc4C3=O)nc3ccccc3c2=O)nc2ccccc21	-1%	15%	-13%
13	CC(Sc1nnnn1C)C(=O)Nc1ccccc1 (stereo not given)	-3%	7%	1%
14	CC(=O)NC1(c2cccc(F)c2)CCN(CC(=O)NC2CCCCC2)CC1	-6%	0%	8%
15	COc1cccc(C(=O)NC2CCCc3ccccc32)c1OC (stereo not given)	-3%	-18%	7%
16	O=C(O)c1ccc(Br)cn1	2%	3%	6%
17	COc1ccccc1N1C(=O)C2CC(C)=C(C)CC2C1=O (stereo not given)	-5%	5%	7%
18	COc1cc(OC)cc(C(=O)NC(=S)N(Cc2ccccc2)C(C)C)c1	-26%	?	-6%
19	O=C(COC(=O)Cc1ccc(S(=O)(=O)N2CCOCC2)s1)Nc1ccccc1	-5%	/	-4%
20	COCCCNC(=O)CCCn1c(=O)c2ccccc2n(CC(=O)Nc2c(C)cccc2C)c1=O	-18%	1%	-2%
21	CC(C)NC(=O)COC(=O)CNC(=O)c1cc(Cl)cc([N+](=O)[O-])c1	-5%	3%	18%
22	COc1ccc(S(=O)(=O)Cc2ccc(C(=O)N3CCOCC3)o2)cc1	0%	-8%	-4%
23	OCCOCCNc1ncnc2c1cnn2-c1ccc(Cl)cc1	-5%	2%	5%
24	CC12CCC(C(=O)NCc3ccc4c(c3)OCO4)(CC1=O)C2(C)C (stereo not given)	2%	-4%	10%
25	Cc1[nH]c2ccccc2c1C(=O)CSC(=S)N(C)C1CCCCC1	-9%	-5%	1%
26	C/C(=N\NC(=O)COc1ccc(C)cc1C(C)C)c1cc2ccccc2o1	1%	13%	?
27	COc1ccc(CN(C)C(=O)Cn2cnc3c(OCc4ccccc4)ncnc32)cc1OC	1%	/	-1%
28	Cc1cccc(C2c3[nH]c4ccccc4c3CCN2C(=O)c2cc3c([nH]c2=O)CCCC3)n1 (stereo not given)	0%	1%	-15%
29	COc1ccc(Cc2nnc(NC(=O)c3cccc(C)c3)s2)cc1	-5%	0%	-4%
30	CCOC(=O)C1=C(C)N(Cc2ccccc2)C(=O)NC1c1ccc(OC)cc1 (stereo not given)	-5%	?	-4%
31	O=C(CCS(=O)(=O)c1ccc(Br)cc1)N1CCN(c2ccccc2F)CC1	-2%	3%	-10%
32	CC(=O)Nc1ccc(S(=O)(=O)N2CCN(c3ccc([N+](=O)[O-])c(NCCN4CCOCC4)c3)CC2)cc1	-4%	-16%	-11%
33	Cc1ccc(NS(=O)(=O)c2ccc(Cl)c(NC(=S)NC(=O)C3CCCCC3)c2)cc1Cl	-16%	-3%	?
34	CCOC(=O)[C@H]1[C@H]2COc3ccc(C)cc3[C@@H]2N2C(=O)CN(Cc3ccc(C)cc3)C(=O)[C@@]12C	-3%	/	-13%
35	COc1ccccc1OCC(=O)NNC(=O)c1cccs1	1%	-7%	10%
36	Cc1cc(NC(=O)C2CC=CCC2C(=O)O)no1 (stereo not given)	-4%	-16%	4%
37	Cc1ccc(COC(=O)CN2C(=O)NC3(CCCC3)C2=O)cc1	-1%	/	-12%
38	O=S(=O)(Nc1cc(Sc2ncn[nH]2)c(O)c2ccccc12)c1ccccc1	22µM*	-2%	20µM*
39	O=C(NC(=S)Nc1ccc(-c2ccc(CO)o2)cc1)c1cccs1	-14%	-3%	-4%
40	CN(CC(=O)Nc1c(Cl)cccc1Cl)C(=O)c1n[nH]c2ccccc12	-5%	-2%	6%
41	CC1CCN(C(=S)NCCc2ccccc2)CC1	1%	-14%	-16%
42	Cc1ccc2cc(CN(CCc3ccccc3)C(=S)NCCCN(C)C)c(=O)[nH]c2c1	?	-22%	0%
43	CC(=O)c1cccc(OC(=O)c2cc(S(=O)(=O)N3CCOCC3)ccc2N2CCCC2)c1	-4%	/	9%
44	O=C(/C=C/Nc1ccccc1OC(F)(F)F)C(F)(F)F	-5%	9%	-4%
45	CCOc1ccc(-c2cc(C(=O)NCCCn3ccnc3)c3cc(Br)ccc3n2)cc1	-8%	-17%	-17%
46	O=C(NCCCNC(=O)c1ccc(F)cc1)c1ccc(F)cc1	-9%	-3%	-4%
47	COc1ccc([C@@H]2[C@@H]3C(=O)N(C(C)(C)C)C(=O)[C@@H]3[C@]3(CC(C)C)C(=O)N(c4ccc(C(F)(F)F)cc4)C(=O)N23)cc1	-16%	2%	-24%
48	CCOC(=O)Nc1ccc(N2CCOCC2)c(S(=O)(=O)Nc2ccc(Cl)cc2)c1	-9%	/	-7%
49	COc1ccc(Br)cc1C1SCCN1S(C)(=O)=O (stereo not given)	-6%	-13%	-1%
50	C=CCn1c(=O)/c(=C2/Sc3ccccc3N2CC)s/c1=C1/C(=O)NN=C1C	-6%	1%	/
51	CCOC(=O)C(Cc1ccc(O)cc1)NC(=O)CNC(=O)C1CCCN1C(=O)OC(C)(C)C (stereo not given)	-4%	-1%	16%
52	NCCNc1cccc2ccccc12	-28%	-18%	/
53	Cc1sc2nc(CN3CCCC3)nc(Cl)c2c1C	1%	-2%	0%
54	O=C(Oc1cccnc1)c1ccc([N+](=O)[O-])cc1Cl	-7%	-6%	0%
55	COc1cc(/C=C2\SC(=O)NC2=O)ccc1Oc1ccc([N+](=O)[O-])cn1	-7%	?	-8%
56	Cc1nc(N2CCN(Cc3ccc4c(c3)OCO4)CC2)nc2c1C(=O)CC(c1ccco1)C2 (stereo not given)	-4%	-18%	-4%
57	CC(C)Sc1nc2c(c(=O)n1C)SC(C)C2 (stereo not given)	-12%	-7%	19%
58	CCN1C(=O)c2ccccc2S(=O)c2ccc(C(=O)N3CCCC3)cc21 (stereo not given)	-11%	-1%	0%
59	Cc1ccc(C(=O)N2CCN(S(=O)(=O)c3ccc(C(C)C)cc3)CC2)s1	-1%	-15%	-20%
60	COC(=O)c1sc(NC(=O)c2ccc([N+](=O)[O-])o2)c(C#N)c1C	-18%	-11%	8%

Next section.
nr	SMILES	KAT2A inh	N370S GC	FEN1 inhibitor
61	CCOC(=O)CSc1nc2sc3c(c2c(=O)n1-c1ccc(OC)cc1)CC(C(C)C)OC3 (stereo not given)	-1%	/	20%
62	CCc1nnc(NS(=O)(=O)c2ccc(NCc3cc(Cl)cc(Cl)c3O)cc2)s1	-3%	5%	-5%
63	Cc1cc2occ(CC(=O)N(CC(C)C)c3c(N)n(Cc4ccccc4)c(=O)[nH]c3=O)c2cc1C	-2%	-5%	31%
64	COC(=O)c1cccc(Cn2nc(C)c([N+](=O)[O-])c2C)c1	-9%	?	1%
65	Cc1ccc(CNC(=O)c2cnn3c(C)c(Cc4c(F)cccc4Cl)c(C)nc23)cc1	-23%	/	14%
66	CCCN1CNC(=S)N(c2cc(C)ccc2C)C1	3%	2%	1%
67	O=C(CSc1nc(-c2ccccc2)c(-c2ccccc2)o1)NCCCO	1%	-25%	1%
68	COc1cccc(Oc2coc3cc(OC(=O)N4CCOCC4)ccc3c2=O)c1	1%	-1%	2%
69	Cc1cc(C)cc(C(=O)Nc2nnc3n2CCS3)c1	-10%	/	23%
70	Cc1cccc(N(C)S(=O)(=O)c2ccc3[nH]c(=O)c(=O)[nH]c3c2)c1	?	?	12%
71	COc1cc(NS(=O)(=O)c2ccc(NC(=O)C34CC5CC(CC(C5)C3)C4)cc2)ncn1	-22%	8%	-1%
72	Cc1ccc(COC(=O)c2ccc(-c3nnn(Cc4ccc(C)cc4)n3)cc2)cc1	-7%	/	-1%
73	O=C(Nc1ccc(F)c(Cl)c1)C1CCN(S(=O)(=O)c2ccc3[nH]c(=O)ccc3c2)CC1	-1%	/	-4%
74	COc1ccccc1C(=O)Nc1cccc(C(=O)OCc2cc(=O)n3nc(C4CC4)sc3n2)c1	19%	/	1%
75	CC(C)OP(=O)(c1ccccc1)c1ccccc1	-9%	3%	-3%
76	Clc1ccccc1CNCC1CCC(CNCc2ccccc2Cl)CC1 (stereo not given)	-9%	-6%	/
77	Cc1ccccc1NC(=O)C1CCN(S(=O)(=O)c2ccc3c(c2)NC(=O)C(C)S3)CC1 (stereo not given)	-7%	2%	12%
78	CCCN(c1ccccc1C(=O)O)S(=O)(=O)c1ccc2c(c1)n(C)c(=O)n2C	13%	-11%	19%
79	Cc1ccc(CNC(=O)COC(=O)COc2ccc(C#N)cc2)cc1	-1%	/	1%
80	CC1CCCCC1NC(=S)NC(=O)c1ccccc1Br (stereo not given)	-4%	13%	-16%
81	Brc1cccc(-c2nnn3c2nc(NC2CCCCC2)c2ccccc23)c1	-1%	/	20%
82	Fc1cnc(N2CCc3ccccc32)nc1N1CCc2ccccc21	-6%	6%	-10%
83	CCOc1ccc(C(=O)Nc2ccc(S(=O)(=O)N3C[C@@H]4C[C@@H](C3)c3cccc(=O)n3C4)cc2)cc1	1%	/	-16%
84	Cc1ccccc1C(=O)NCCCNC(=O)c1ccccn1	0%	-3%	18%
85	CCOc1ccc(C(=O)c2ccc(O)c(O)c2O)cc1	-11%	-2%	/
86	CCOc1ccccc1N1CCN(CC(=O)Nc2ccccc2C(=O)NC2CC2)CC1	-5%	/	1%
87	C=CCOc1ccccc1CN1CCC(n2nccc2NC(=O)C2CC2)CC1	?	-9%	-4%
88	CC(C)CCSc1nc2c(c(=O)[nH]c(=O)n2C)n1CCc1ccccc1	3%	6%	9%
89	COc1ccc(CCC(=O)NC2CC(=O)N(c3ccc(C)c(C)c3)C2)cc1 (stereo not given)	-4%	/	19%
90	CC(C)OCCCNC(=O)CN1C(=O)COc2ccc(S(=O)(=O)N3CCCCCC3)cc21	?	-5%	8%&-2%

Single values from the results shown.
Reading of `C=CCOc1ccccc1CN1CCC(n2nccc2NC(=O)C2CC2)CC1` in N370S GC: -9%
Reading of `COc1ccc(CCC(=O)NC2CC(=O)N(c3ccc(C)c(C)c3)C2)cc1` (stereo not given) in KAT2A inh: -4%

Full records from above.
Record of `Fc1cnc(N2CCc3ccccc32)nc1N1CCc2ccccc21` → KAT2A inh: -6%; N370S GC: 6%; FEN1 inhibitor: -10%
Record of `Clc1ccccc1CNCC1CCC(CNCc2ccccc2Cl)CC1` (stereo not given) → KAT2A inh: -9%; N370S GC: -6%; FEN1 inhibitor: /

From PubChem BioAssay
